Screening data: PubChem BioAssay, National Center for Advancing Translational Sciences (NCATS)
Epigenetic mod: epigenetic GFP locus derepression in mouse cells; AID 597; hit rate 0.09% among 68,000; mouse C127i GFP locus derepression, cytometry, 30 h; Potency, µM (highest dose often 46.1 µM), for the others: at the top dose GFP derepression (activation); note: % of control where 0% means no effect
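Locus derepression in mouse mammary C127i cells whose integrated CMV-GFP reporter is normally silent; GFP expression after 30 h compound treatment was quantified by counting fluorescent cells.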
Hsp90 Hop PPI: changes Hsp90-Hop TPR2A binding signal, up or down; Potency, µM (top dose mostly 57 µM), inactives show at the top dose activity change, negative = inhibition; hit rate 0.44% among 71,000; AlphaScreen TPR2A-His6 binding biotin-Hsp90 C-terminal peptide; active = well fitted curve in either direction with a large enough effect; inconclusive = small, poorly fitted or top-dose-only effect, or another doubt; note: potency is the fitted concentration of half-maximal effect; % is set by controls: 0 for no effect and ±100 for the full control effect; many of its hits are not listed in these tables
ERK AVP block: vasopressin-driven ERK pathway inhibition; hit rate 0.99% among 72,000; HEK293-V1b, vasopressin-stimulated pERK AlphaScreen; AID 995; Potency, µM (highest dose often 57.5 µM), for inactives: at the top dose activity, negative = inhibition, actives largely listed as inhibitors; note: potency is the fitted concentration of half-maximal effect; % is set by controls: 0 for no effect and ±100 for the full control effect; nearly all actives have a fitted effect of over 55% in size
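HEK293 cells stably expressing V1b receptor, preincubated 30 min at 37 °C with compound, then stimulated 5 min with 25 nM vasopressin. Phospho-ERK by AlphaScreen SureFire after 5 h RT; normalized to DMSO and vasopressin; AC50 by Hill fit.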
HBB splicing: alters splicing of the hemoglobin beta chain. HBB splicing reporter cell assay, activation; EGFP reporter with mutant IVS2-654 intron; response scale: normalised to 500 nM splice-correcting PNA. Potency, µM (series often up to 46.1 µM), for inactives: at the highest dose activation, most hits filed as activators. hit rate 0.06% among 65,000; note: potency is the fitted concentration of half-maximal effect; 0% is about no effect
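Compounds were applied for 2 days to HeLa EGFP-654 cells, 500/well in Optimem with 2% FCS. The reporter's EGFP is disrupted by mis-splicing of beta-globin intron IVS2-654. Readout: summed well GFP fluorescence from 488 nm laser scanning; reference was 500 nM antisense […] 654 PNA.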
Ub-GFP proteasome: inhibits proteasome, raising ubiquitin-GFP reporter fluorescence; Ubiquitin-GFP reporter cells, proteasome inhibition, GFP fluorescence; response scale: untreated = 0%, 10 µM MG-132 = 100%; Potency, µM (top dose mostly 45.9 µM), inactives show top-dose activation (GFP accumulation), actives largely listed as activators; 67,000 tested, under 10 active; AID 526; active = well fitted activation curve with a large enough effect, not every such curve was filed as active; inconclusive = small, poorly fitted or top-dose-only effect, or another doubt; inactive = no such curve, though single readings can be large or run the other way; note: potency is the fitted concentration of half-maximal effect
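U2OS cells expressing ubiquitin(G76V)-GFP, seeded overnight in 0.5% FBS medium, then treated 4 hr at 37 C across 46 uM to 2.9 nM. GFP-positive cells counted by laser cytometry (488 ex/515 em); %activity scaled between basal and 10 uM MG-132.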
CRE-bla Fsk: modulators of forskolin-stimulated CRE signaling in CHO cells; AID 662; hit rate 2.5% among 71,000; CHO CRE-bla reporter (cAMP response element driving beta-lactamase), forskolin EC10, beta-lactamase ratio; Potency, µM (doses to about 38.2 µM), without a hit: at the highest dose activity change, negative = inhibition, usual class: activators; active = well fitted activation curve with a large enough effect in the signal ratio, with a control signal flat, not every such curve was filed as active; inconclusive = small, poorly fitted or top-dose-only effect, or effect the other way, or a change in a side signal; the % refers to the signal ratio; note: potency is the fitted concentration of half-maximal effect; % of control where 0% means no effect
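CRE-bla CHO cells stimulated with EC10 NKH 477 (water-soluble forskolin) and compound titrations, 3 h at 37C; beta-lactamase read with CCF4 after 2 h at room temperature. Activity from 460/530 nm emission ratio, AC50 values for positive or negative modulation.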
FLuc inh: inhibitors of firefly luciferase; Potency, µM (titrated, usually from 57.1 µM), without a hit: top-dose activity change, negative = inhibition, usual class: inhibitors; AID 411; hit rate 2.2% among 72,000; purified firefly luciferase, luminescence, 8 min; note: potency is the fitted concentration of half-maximal effect; % is set by controls: 0 for no effect and ±100 for the full control effect; nearly all actives have a fitted effect of over 40% in size
Target sequence (P08659 whole entry, looked up): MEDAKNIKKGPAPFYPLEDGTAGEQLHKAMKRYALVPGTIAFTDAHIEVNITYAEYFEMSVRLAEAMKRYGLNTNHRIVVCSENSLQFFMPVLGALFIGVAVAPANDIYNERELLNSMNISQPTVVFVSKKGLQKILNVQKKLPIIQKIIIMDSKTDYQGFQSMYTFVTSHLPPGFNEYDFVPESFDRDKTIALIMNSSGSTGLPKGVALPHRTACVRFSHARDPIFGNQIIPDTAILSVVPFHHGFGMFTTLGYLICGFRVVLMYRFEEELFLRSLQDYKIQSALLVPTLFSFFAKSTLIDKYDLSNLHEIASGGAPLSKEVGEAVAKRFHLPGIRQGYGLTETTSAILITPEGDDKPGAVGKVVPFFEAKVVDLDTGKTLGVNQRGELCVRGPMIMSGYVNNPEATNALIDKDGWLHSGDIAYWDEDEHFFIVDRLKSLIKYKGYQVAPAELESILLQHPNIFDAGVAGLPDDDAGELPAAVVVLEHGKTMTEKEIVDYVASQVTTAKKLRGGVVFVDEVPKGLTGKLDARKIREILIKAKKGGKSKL
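Titration-based qHTS; buffer 50 mM imidazole pH 7.2, 50 mM KCl, 7 mM MgCl2, 10 uM ATP, 0.01% Tween 20, 0.05% BSA; luciferase/luciferin detector mix added after compound; 8 min, ambient; luminescence.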
Texas Red fluor: compounds fluorescent in Texas Red spectral region; hit rate 0.06% among 59,000; Compound fluorescence, Texas Red channel, 547/618 nm; stronger effect = higher value; max dye-equivalent concentration, M; in the data active = max dye-equivalent concentration above about 10 nM; inconclusive = between about 1.1 nM and that limit
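Compound fluorescence was read after 15 min at room temperature in 100 mM Tris, pH 8.0, using 547 nm excitation and 618 nm emission across a concentration series. It was expressed as Texas Red dye-equivalent concentration from an on-plate standard curve.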
A350 autofl: compound fluoresces in the Alexa 350 spectral region; max dye-equivalent concentration, M; AID 590; hit rate 11% among 59,000; Compound autofluorescence, 340/450 nm, Alexa 350 dye-equivalents; stronger effect = higher value; in the data active = max dye-equivalent concentration above about 10 nM; inconclusive = mostly about 1.1 nM to 9.6 nM
4MU fluor: 4-MU region autofluorescence; compound autofluorescence, 340/450 nm, 4-MU equivalents; stronger effect = higher value; max dye-equivalent concentration, M; hit rate 11% among 59,000; in the data active = max dye-equivalent concentration above about 10 nM; inconclusive = mostly about 1.1 nM to 9.6 nM
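Compounds in 100 mM Tris, pH 8.0, sat 15 min at room temperature before fluorescence was read at 340 nm excitation/450 nm emission; a per-plate six-point 4-MU standard curve converted signals to dye-equivalent concentration at each compound concentration.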
Fluorescein autfl: fluorescein region autofluorescence; Compound autofluorescence, 480/540 nm, fluorescein-equivalent; stronger effect = higher value; max fluorescein-equivalent concentration, M; hit rate 0.91% among 59,000; AID 593; in the data active = max fluorescein-equivalent concentration above about 10 nM; inconclusive = between about 1.1 nM and that limit
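Spectral profiling of library compounds in the fluorescein window (480 nm excitation, 540 nm emission) after 15 min at room temperature in pH 8.0 Tris (100 mM). Values are dye-equivalent concentrations.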
* hit, by the source's call; i = inactive; ? = inconclusive; . = not tested or not shown; & = joins results of further samples; [ ] = another dose, or the depositor's remark. Unless noted, calls come from the whole dose curve; as a rule, active = well fitted curve in the direction sought with a large enough effect; inconclusive = small, poorly fitted or top-dose-only effect, or another doubt; inactive = no such curve, though single readings can be large; an effect the other way counts as inactive or inconclusive. An excerpt; rates above refer to the full screens.

1) O=c1c2nnn(Cc3ccccc3)c2ncn1-c1ccccc1
2) CCOc1cccc(OCCCCN2CCCCC2)c1
3) CCCCN1C(=O)/C(=C2\SC(N3CCCCC3)=NC2=O)c2ccccc21
4) Cc1cc(C)n(-c2ccc(C(=O)N3CCc4ccccc43)cc2)n1
5) COc1ccc(-c2nnc(SCC(=O)NCc3ccco3)o2)cc1
6) Nc1[nH]nc2nc(NCc3ccccc3)c3c(c12)CCN(Cc1ccccc1)C3
7) O=c1c(-c2ccc(F)c(F)c2)nc2cncnc2n1C1CC1
8) CCOC(=O)Cc1csc(NC(=O)c2ccco2)n1

entry no. | 1 | 2 | 3 | 4 | 5 | 6 | 7 | 8
Epigenetic mod | 3% | -2% | 12% | 7% | 7% | 0%[20.6 µM] | -3%[9.22 µM] | 8%
Hsp90 Hop PPI | 0% | -2% | ? | 3% | -2% | . | -6% | -1%
ERK AVP block | 4% | -2% | 25µM* | 21% | 2% | . | -23% | -12%
HBB splicing | 0.3% | 3.4%[57.5 µM] | -2.8% | 3.7% | -0.1%[57.5 µM] | . | -1.0% | 1.3%
Ub-GFP proteasome | -7% | -1% | 0% | 11% | 2% | . | -4% | 6%
CRE-bla Fsk | ? | -3% | 10µM* | ? | -9% | . | ? | ?
FLuc inh | 2% | 1% | 7.9µM* | -6% | -6% | 2%[25.5 µM] | 1%[11.4 µM] | -3%
Texas Red fluor | ? | ? | . | ? | i | i | i | i
A350 autofl | i | i | . | i | i | i | i | i
4MU fluor | i | i | . | i | i | i | i | i
Fluorescein autfl | i | ? | . | ? | i | i | i | ?

Of the compounds above, these contain sulfur.
3) CCCCN1C(=O)/C(=C2\SC(N3CCCCC3)=NC2=O)c2ccccc21
5) COc1ccc(-c2nnc(SCC(=O)NCc3ccco3)o2)cc1
8) CCOC(=O)Cc1csc(NC(=O)c2ccco2)n1

entry no. | 3 | 5 | 8
Epigenetic mod | 12% | 7% | 8%
Hsp90 Hop PPI | ? | -2% | -1%
ERK AVP block | 25µM* | 2% | -12%
HBB splicing | -2.8% | -0.1%[57.5 µM] | 1.3%
Ub-GFP proteasome | 0% | 2% | 6%
CRE-bla Fsk | 10µM* | -9% | ?
FLuc inh | 7.9µM* | -6% | -3%
Texas Red fluor | . | i | i
A350 autofl | . | i | i
4MU fluor | . | i | i
Fluorescein autfl | . | i | ?

Next section:
9) C=CCn1cc(C(=O)NCCCOCC)c(=O)c2cc(S(=O)(=O)N(CC)CC)ccc21
10) COc1cc(NC(=O)CSc2nnc(C)s2)cc(OC)c1
11) CCS(=O)(=O)N(C)[C@@H]1c2cc(C#N)ccc2OC(C)(C)[C@H]1O
12) CCS(=O)(=O)N1CCC(C(=O)NCc2ccc(F)cc2)CC1
13) COc1ccc2cc3cc(C(=O)NCCN4CCN(Cc5ccccc5)CC4)oc3nc2c1
14) CC1CCCN(C(=O)C2CCN(CCCc3ccccc3)CC2)C1 (stereo unspecified)
15) Cc1c(NC(=O)C2CCCN(S(=O)(=O)c3cnc[nH]3)C2)c(=O)n(-c2ccccc2)n1C (stereo unspecified)
16) COCCCN(C(C)=O)c1nc(-c2ccc(OC)cc2)cs1

entry no. | 9 | 10 | 11 | 12 | 13 | 14 | 15 | 16
Epigenetic mod | 2% | 0% | 0%&-1% | 0% | -1% | -1% | -5% | 1%
Hsp90 Hop PPI | -3% | 0% | -1%&-1% | -4% | -2% | -3% | -3% | 2%
ERK AVP block | -11% | 2% | -3%&4% | 4% | 15% | 8% | -14% | -18%
HBB splicing | -3.0%[1.84 µM] | 3.3% | . | -0.1% | -1.7% | . | -0.2% | .
Ub-GFP proteasome | -6% | -2% | 5%&3% | -8% | -13% | 1% | 3% | 1%
CRE-bla Fsk | ? | 5% | ? | -8% | ? | ? | -6% | ?
FLuc inh | 1% | 0% | -2%&0% | 2% | -1% | -1% | 2% | -2%
Texas Red fluor | i | i | . | i | i | i | . | ?
A350 autofl | i | i | . | i | 2.6e-06M* | 2.4e-08M* | . | i
4MU fluor | i | i | . | i | 2.6e-06M* | 2.8e-08M* | . | i
Fluorescein autfl | i | ? | . | i | i | i | . | i

17) CCc1cccc(CC)c1NC(=O)CSc1nnc(C(C)C)n1CC
18) Clc1ccc(-c2nnc3sc(-c4ccc(Br)o4)nn23)cc1
19) Cn1c(SCc2cccnc2)nc2cccnc21
20) CCNc1nnc(-c2ccc(C)cc2)o1
21) COc1ccc(N2CCCCn3c2nc2c3c(=O)[nH]c(=O)n2C)cc1
22) C#CC1(O)CC(C)NCC1(C)CCC#N (stereo unspecified)
23) O=C(NC1(C(F)(F)F)NC(=O)N(C2CCCCC2)C1=O)c1cccs1 (stereo unspecified)
24) O=C(Cc1cccs1)Nc1ccc(C(=O)O)cc1

entry no. | 17 | 18 | 19 | 20 | 21 | 22 | 23 | 24
Epigenetic mod | 0% | 6% | -1% | -2% | -1% | -5% | 4% | 0%
Hsp90 Hop PPI | 1% | -5% | 1% | 0% | -2% | -2% | -6% | -3%
ERK AVP block | 24% | 1% | -17% | -13% | -15% | 2% | ? | 1%
HBB splicing | . | -1.7% | . | -0.2%[57.5 µM] | . | 3.3%[0.369 µM] | -0.4% | 0.2%
Ub-GFP proteasome | -1% | 5% | 0% | 3% | -5% | . | 1% | 0%
CRE-bla Fsk | 2% | 12% | ? | -3% | 14% | -1% | ? | -10%
FLuc inh | 5% | 3% | -2% | ? | 2% | 3% | -1% | 2%
Texas Red fluor | i | i | i | i | i | i | i | i
A350 autofl | i | i | i | i | i | i | i | ?
4MU fluor | i | i | i | i | i | i | i | ?
Fluorescein autfl | i | i | i | i | i | ? | ? | ?

25) Cc1c(N=Cc2c(O)n(C3CCCCC3)c(=O)[nH]c2=O)c(=O)n(-c2ccccc2)n1C
26) CCOc1ccc(NC(=O)CCS(=O)(=O)c2cccc3nsnc23)cc1
27) O=C(O)COc1ccc(Br)cc1/C=N/O
28) COc1cc(C2C(C(C)=O)=C(O)C(=O)N2CCc2ccc(OC)c(OC)c2)ccc1O (stereo unspecified)
29) COC(=O)CC1SC(=O)NC1=O (stereo unspecified)
30) Clc1ccccc1Cn1nnc(-c2cccs2)n1
31) CSC1=NCCN1C(=O)c1ccc(S(=O)(=O)N2CCOCC2)cc1
32) Cc1[nH]nc2c1C(c1ccc(F)cc1)C(C#N)=C(N)O2 (stereo unspecified)

entry no. | 25 | 26 | 27 | 28 | 29 | 30 | 31 | 32
Epigenetic mod | -2%[20.6 µM] | 1% | 2% | 2% | 0%[20.6 µM] | 0% | 0% | 3%
Hsp90 Hop PPI | . | -7% | -1%[11 µM] | -2% | . | ? | 1% | -2%
ERK AVP block | . | 11% | -4% | -20% | . | 150%[activator] | -13% | -22%
HBB splicing | . | 0.6% | -2.8%[0.0738 µM] | 0.2%[57.5 µM] | . | -0.4% | 0.5% | -0.1%[57.5 µM]
Ub-GFP proteasome | . | 6% | 13%[9.17 µM] | -5% | . | -3% | -6% | 2%
CRE-bla Fsk | . | -5% | ? | -6% | . | -9% | 0% | -10%
FLuc inh | 2%[25.5 µM] | 0% | 1% | 3% | -1%[25.5 µM] | -3% | 0% | 1%
Texas Red fluor | i | i | . | i | i | i | . | i
A350 autofl | 9.8e-08M* | i | . | i | i | i | . | i
4MU fluor | 8.4e-08M* | i | . | i | i | i | . | i
Fluorescein autfl | i | i | . | i | ? | ? | . | i

33) COc1ccc(S(=O)(=O)N(C)c2ccc(C(=O)NCC3CCCO3)cc2)cc1 (stereo unspecified)
34) C=C(C)CSc1nnc(-c2ccc(OC)c(OC)c2)n1N
35) O=C(O)CNC(=O)c1ccccc1F
36) Cc1ccc2oc(C(=O)Nc3c(C)n(C)n(-c4ccccc4)c3=O)c(C)c2c1
37) [O-]/[N+](=C/c1ccc(F)cc1)c1ccccc1
38) c1ccc(CNc2ncncc2-c2cccnc2)cc1
39) CCOC(=O)C1CCN(c2ncnc3nc[nH]c23)CC1

entry no. | 33 | 34 | 35 | 36 | 37 | 38 | 39
Epigenetic mod | -3% | -2% | -2% | -3% | 2% | -1%[9.22 µM] | .
Hsp90 Hop PPI | 1% | -1% | 1% | -6% | 4% | -8% | -1%
ERK AVP block | -5% | -8% | -5% | -8% | 14% | -15% | .
HBB splicing | -0.6% | 2.4%[57.5 µM] | -0.1%[57.5 µM] | 4.6% | 0.5% | -0.1% | -0.8%
Ub-GFP proteasome | -7% | 0% | 3% | -2% | -5% | 0% | 6%
CRE-bla Fsk | 17% | 1% | -2% | -12% | -4% | 3% | ?
FLuc inh | 1% | -2% | 0% | -1% | -19% | -1%[2.29 µM] | 3%
Texas Red fluor | i | i | i | ? | i | i | .
A350 autofl | i | i | i | i | i | i | .
4MU fluor | i | i | i | i | i | i | .
Fluorescein autfl | ? | i | i | i | i | i | .
